# From PubChem BioAssay
# Yp Topo-I inh – Y. pestis Topo-I inhibition via cleavage products; Y. pestis Topo-I cleavage product accumulation, plate reader; activity, % at 10 µM; actives 0.064% (n = 360,000); AID 504884; in the data active = activity above about 50%, passing the limit was not always enough; inconclusive = no clear call, values can overlap the other calls; note: inactives centre near 2
# FadD28 FP inh – inhibitors of Mycobacterium tuberculosis FadD28 bisubstrate binding; FadD28 bisubstrate probe binding, fluorescence polarization; inhibition, % at 12.5 µM; actives 0.22% (n = 360,000); in the data active = inhibition above about 8.5%, passing the limit was not always enough; inconclusive = no clear call, values can overlap the other calls
# CCHF vOTU inh – blocks the CCHF virus ovarian tumor domain protease; CCHFV vOTU protease, Pep-AMC fluorescence; inhibition, % at 11.5 µM; actives 0.55% (n = 370,000); AID 651958; in the data active = inhibition above about 30%; note: 0% = vehicle wells with enzyme and 100% = no enzyme wells
# Anthrax LF inh2 – inhibitors of Bacillus anthracis lethal factor protease. multiplex microsphere protease cleavage assay, LF. inhibition, % at 10 µM. P15917. AID 588501. actives 0.12% (n = 360,000); note: plate controls were buffer without enzyme for full effect and enzyme alone for no effect
# PfHsp40 yeast – restores yeast growth despite PfHsp40 toxicity; S. cerevisiae expressing PfHsp40, growth rescue, ATP luminescence; actives 0.68% (n = 340,000); growth rescue, % at 12.5 µM; in the data active = growth rescue above about 28%, passing the limit was not always enough; inconclusive = no clear call, values can overlap the other calls;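 note: yeast W303a lacking pdr1 and pdr3 grown in galactose medium; growth measured after three days at 30 °C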
# BoNT-A LC inh2 – blocks Botulinum neurotoxin A light chain protease; multiplex microsphere protease substrate cleavage, flow cytometry; inhibition, % at 10 µM; actives 0.17% (n = 360,000); AID 588499; note: plate controls were buffer without enzyme for full effect and enzyme alone for no effect
# TcdB GH inh – inhibitors of Clostridioides difficile toxin B glycohydrolase; P18177; TcdB glycohydrolase enzymatic assay, plate reader; inhibition, % at 9.99 µM; actives 0.24% (n = 350,000); in the data active = inhibition above about 10%
# Target sequence (P18177 whole entry, looked up): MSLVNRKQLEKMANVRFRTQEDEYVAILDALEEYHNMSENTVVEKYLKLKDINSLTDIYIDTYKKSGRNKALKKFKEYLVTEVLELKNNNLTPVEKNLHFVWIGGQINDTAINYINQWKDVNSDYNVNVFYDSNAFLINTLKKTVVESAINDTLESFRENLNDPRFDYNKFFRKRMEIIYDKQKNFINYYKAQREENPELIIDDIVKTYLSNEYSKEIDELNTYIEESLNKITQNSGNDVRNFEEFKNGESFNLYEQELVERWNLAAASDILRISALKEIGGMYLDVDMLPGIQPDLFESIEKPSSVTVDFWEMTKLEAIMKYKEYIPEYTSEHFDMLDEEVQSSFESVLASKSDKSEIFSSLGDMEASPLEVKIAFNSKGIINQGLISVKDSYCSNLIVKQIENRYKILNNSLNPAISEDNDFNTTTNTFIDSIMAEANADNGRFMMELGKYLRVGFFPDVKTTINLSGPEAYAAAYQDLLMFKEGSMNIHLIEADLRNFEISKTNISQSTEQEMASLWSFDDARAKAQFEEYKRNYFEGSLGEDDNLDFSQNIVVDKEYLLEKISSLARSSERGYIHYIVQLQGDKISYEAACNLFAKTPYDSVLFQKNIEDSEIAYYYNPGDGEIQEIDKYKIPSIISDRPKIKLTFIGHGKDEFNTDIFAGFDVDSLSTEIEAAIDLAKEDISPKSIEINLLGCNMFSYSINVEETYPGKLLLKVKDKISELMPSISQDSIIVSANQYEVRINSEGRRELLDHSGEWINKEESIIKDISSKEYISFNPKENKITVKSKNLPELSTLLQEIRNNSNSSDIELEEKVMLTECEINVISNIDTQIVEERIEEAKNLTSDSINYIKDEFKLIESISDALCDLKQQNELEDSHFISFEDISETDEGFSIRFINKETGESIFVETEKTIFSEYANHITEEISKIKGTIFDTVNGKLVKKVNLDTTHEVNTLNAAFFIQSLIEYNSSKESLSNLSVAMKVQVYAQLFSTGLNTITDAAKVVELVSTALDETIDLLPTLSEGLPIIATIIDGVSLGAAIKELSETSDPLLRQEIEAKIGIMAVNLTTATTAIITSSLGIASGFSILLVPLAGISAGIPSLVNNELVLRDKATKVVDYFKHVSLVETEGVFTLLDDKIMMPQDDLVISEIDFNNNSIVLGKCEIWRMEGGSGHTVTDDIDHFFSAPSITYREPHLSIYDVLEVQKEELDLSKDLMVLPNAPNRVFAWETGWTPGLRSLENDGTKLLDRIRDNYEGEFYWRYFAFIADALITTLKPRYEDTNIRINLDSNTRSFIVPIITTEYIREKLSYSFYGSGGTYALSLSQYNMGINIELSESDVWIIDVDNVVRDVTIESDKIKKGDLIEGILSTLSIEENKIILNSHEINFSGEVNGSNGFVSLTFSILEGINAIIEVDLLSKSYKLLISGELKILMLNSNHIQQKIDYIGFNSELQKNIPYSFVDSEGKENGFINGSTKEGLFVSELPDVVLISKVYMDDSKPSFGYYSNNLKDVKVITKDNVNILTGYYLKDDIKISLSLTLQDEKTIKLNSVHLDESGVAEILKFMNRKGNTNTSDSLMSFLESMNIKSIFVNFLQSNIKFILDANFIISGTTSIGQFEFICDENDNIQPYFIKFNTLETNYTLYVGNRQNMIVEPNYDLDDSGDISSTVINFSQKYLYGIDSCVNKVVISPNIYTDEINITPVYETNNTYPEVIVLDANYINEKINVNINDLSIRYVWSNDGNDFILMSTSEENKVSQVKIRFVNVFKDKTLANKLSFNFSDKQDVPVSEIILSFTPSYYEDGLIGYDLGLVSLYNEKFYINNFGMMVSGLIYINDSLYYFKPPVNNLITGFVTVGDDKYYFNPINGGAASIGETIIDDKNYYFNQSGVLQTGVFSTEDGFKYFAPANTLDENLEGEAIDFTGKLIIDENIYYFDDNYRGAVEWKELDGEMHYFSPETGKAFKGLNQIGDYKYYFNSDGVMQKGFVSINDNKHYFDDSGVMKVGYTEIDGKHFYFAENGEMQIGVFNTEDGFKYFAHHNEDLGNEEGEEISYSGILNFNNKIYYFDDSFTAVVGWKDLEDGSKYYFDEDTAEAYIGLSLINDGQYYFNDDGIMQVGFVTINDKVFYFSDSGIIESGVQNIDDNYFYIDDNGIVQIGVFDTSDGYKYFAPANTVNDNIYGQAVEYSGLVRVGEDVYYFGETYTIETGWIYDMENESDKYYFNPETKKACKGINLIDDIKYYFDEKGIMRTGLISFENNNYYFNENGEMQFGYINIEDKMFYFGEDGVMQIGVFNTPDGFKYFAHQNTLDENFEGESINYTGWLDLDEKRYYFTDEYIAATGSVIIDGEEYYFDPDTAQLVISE
# BoNT F protease – blocks Botulinum neurotoxin F light chain protease; inhibition, % at 10 µM; actives 0.22% (n = 360,000); Multiplex microsphere protease cleavage assay, flow cytometry; AID 588497; in the data active = inhibition above about 35%, passing the limit was not always enough; inconclusive = no clear call, values can overlap the other calls; note: plate controls were buffer without enzyme for full effect and enzyme alone for no effect
# PrPC TRFRET – reduces human prion protein on the cell surface. inhibition, % at 13.8 µM. cell surface PrPC, TR-FRET read-out. actives 0.43% (n = 370,000). AID 720596. P04156; in the data active = inhibition above about 24%; note: 0% = median of the test wells and 100% = reference compound wells
# An asterisk follows results filed as active; ? = inconclusive; · = no result given; & = joins results of further samples. Cut-off read from the data, not from the text of the source, unless noted: active = inhibition above about 30%; inconclusive = no clear call, values can overlap the other calls; inactive = below that.
# Start of the listing, in advance:
SMILES,Yp Topo-I inh,FadD28 FP inh,CCHF vOTU inh,Anthrax LF inh2,PfHsp40 yeast,BoNT-A LC inh2,TcdB GH inh,BoNT F protease,PrPC TRFRET
COc1ccc(OC)c(C(C)NC(=O)c2ccco2)c1 (stereo not drawn),5.2,-2.6,12.6,3.4,-0.1,1.5,·,3.5,3.3
COc1ccc(C(=O)CSc2nc3ccccc3n2CC(=O)c2ccccc2)cc1,4.5,-2.9,-10.5,-4.2,7.3,0.2,1.5,-5.0,0.4
COCCN(C(=O)C(C)C)c1nnc(-c2cccc(C)c2)s1,17.8,-2.7,8.6,-0.2,0.4,0.6,1.5,3.3,-4.3
COc1cccc2cc(C(=O)NCc3ccc(C)cc3)c(=O)oc12,4.8,-0.7,·,-2.6,-0.5,-0.9,·,28.6,·
Cc1ccc(S(=O)(=O)CCC(=O)N(C)C2CCCCC2)cc1,5.5,1.8,16.9,-1.6,-0.4,0.7,1.9,-0.1,6.1
COc1ccc(C(=O)Nc2ccc(Cl)cc2C(=O)N2CCOCC2)cc1,4.4,-2.9,15.4,-2.6,0.0,-0.8,1.1,13.0,-0.4
Cn1c(CC(=O)Nc2ccc(Cl)c(Cl)c2)nnc1SCC(=O)N1CCN(c2ccccc2)CC1,0.0,-3.5,-12.1,-4.3,-0.3,-1.0,-1.5,-5.7,2.8
CC1CC1C(=O)OCC(=O)NNC(=O)c1ccc([N+](=O)[O-])cc1 (stereo not drawn),-12.3,-2.8,-2.9,1.8,-0.9,-0.1,0.5,-1.2,-34.6

# Results (from the top)
SMILES,Yp Topo-I inh,FadD28 FP inh,CCHF vOTU inh,Anthrax LF inh2,PfHsp40 yeast,BoNT-A LC inh2,TcdB GH inh,BoNT F protease,PrPC TRFRET
COc1ccc(OC)c(C(C)NC(=O)c2ccco2)c1 (stereo not drawn),5.2,-2.6,12.6,3.4,-0.1,1.5,·,3.5,3.3
COc1ccc(C(=O)CSc2nc3ccccc3n2CC(=O)c2ccccc2)cc1,4.5,-2.9,-10.5,-4.2,7.3,0.2,1.5,-5.0,0.4
COCCN(C(=O)C(C)C)c1nnc(-c2cccc(C)c2)s1,17.8,-2.7,8.6,-0.2,0.4,0.6,1.5,3.3,-4.3
COc1cccc2cc(C(=O)NCc3ccc(C)cc3)c(=O)oc12,4.8,-0.7,·,-2.6,-0.5,-0.9,·,28.6,·
Cc1ccc(S(=O)(=O)CCC(=O)N(C)C2CCCCC2)cc1,5.5,1.8,16.9,-1.6,-0.4,0.7,1.9,-0.1,6.1
COc1ccc(C(=O)Nc2ccc(Cl)cc2C(=O)N2CCOCC2)cc1,4.4,-2.9,15.4,-2.6,0.0,-0.8,1.1,13.0,-0.4
Cn1c(CC(=O)Nc2ccc(Cl)c(Cl)c2)nnc1SCC(=O)N1CCN(c2ccccc2)CC1,0.0,-3.5,-12.1,-4.3,-0.3,-1.0,-1.5,-5.7,2.8
CC1CC1C(=O)OCC(=O)NNC(=O)c1ccc([N+](=O)[O-])cc1 (stereo not drawn),-12.3,-2.8,-2.9,1.8,-0.9,-0.1,0.5,-1.2,-34.6
Cc1ccc(/C=C2\NC(=S)NC2=O)cc1[N+](=O)[O-],-2.8,-2.7,-8.0,-3.3,-1.5,0.6,-0.2,3.1,-6.4
CCOc1ccc(Cn2c(=O)sc3ccccc32)cc1OC,28.2,-3.8,-10.4,-0.9,15.0,-0.9,1.8,-1.2,-2.3
CCc1cc2cccc(C)c2nc1SCC(=O)Nc1cc(C)on1,5.4,-1.9,0.8,-1.3,-0.7,0.6,0.4,1.2,14.7
COc1ccc(OC)c(NC(=O)CCc2nnc3ccc(N4CCC(C)CC4)nn23)c1,18.9,-0.1,15.8,-1.7,1.9,2.0,-0.9,3.9,-9.4
CCN(C[C@H]1N[C@@](Cc2ccccc2)(C(=O)OC)[C@H]2C(=O)N(Cc3ccccc3)C(=O)[C@@H]12)C(=O)NC(C)C,6.0,-3.1,22.1,0.9,0.3,0.1,0.2,-0.3,4.5
COc1cccc(OC)c1C(=O)Nc1ccc(CN2CCCCC2)cc1,3.9,0.5,9.8,-1.6,0.2,1.5,·,9.6,-0.4
COc1ccc(CC(=O)NCc2ccc3c(c2)cc(C)n3C)cc1,-2.4,-0.1,4.8,-15.1,0.6,91.3*,-0.3,-53.2,-1.1
COc1cc(C(=O)NCCCOC(C)C)ccc1OC1CCN(C(C)=O)CC1,5.4,-0.6,0.9,2.9,22.1,-0.4,1.3,27.9,-5.5
COc1ccc(C(CNC(=O)c2cccc(S(=O)(=O)Nc3ccc(Br)cc3)c2)N(C)C)cc1 (stereo not drawn),-18.4,-8.0,16.6,2.8,1.4,-0.2,2.8,-1.1,-1.8
CCc1ccccc1NC(=S)N(CCN(C)C)C(C)c1ccccn1 (stereo not drawn),-1.2,-1.2,-18.3,-3.2,0.2,-2.3,·,-21.9,-3.8
CC(=O)ON1C(C)(C)Cc2noc(N)c2C1(C)C,-8.2,-2.0,-9.4,-1.7,-1.0,0.0,·,0.2,-0.2
COc1ccccc1CCC(=O)N(C)C1CCCN(Cc2ccccc2F)C1 (stereo not drawn),30.8,0.1,2.0,3.5,0.4,-0.8,1.7,?,4.0
CS(=O)(=O)N(CC(N)=O)c1cccc(Br)c1,-2.8,-3.7,-2.4,-0.6,0.9,0.1,·,-1.9,-8.4
CN(C(=O)COC(=O)c1ccc(Cl)s1)C1(C#N)CCCCC1,12.2,-2.3,-7.2,·,0.9,·,-1.4,·,-3.0
CC(=O)C1=C(O)CC(C)(C)CC1=NCCc1nc2ccccc2[nH]1,1.1,-0.6,-2.9,-17.2,0.3,-3.6,0.1,-9.2,3.1
COC(=O)c1ccccc1NC(=O)C(C)n1nc(C)c2c(C)n(-c3ccccc3)nc2c1=O (stereo not drawn),29.2,-1.7,3.9,-1.1,0.6,-0.4,-0.5,2.8,1.5
CCCCNC(=O)NS(=O)(=O)c1ccc(C)cc1,2.0,-2.6,3.8,-8.6,-0.3,-0.7,-8.0,0.3,4.0
Cc1cc(C)nc(NS(=O)(=O)c2ccc(NC(=O)c3cc4c(=O)n5cccc(C)c5nc4n3C)cc2)n1,6.8,-1.1,·,0.1,1.4,0.2,·,-3.5,·
CCCN1CCN(C(=O)CCNC(=O)Cn2cnc3ccccc3c2=O)CC1,4.8,0.7,7.0,1.3,-0.7,1.2,1.0,9.8,-5.9
C=CCOc1ccc2nnc(C)n2n1,1.4,-2.0,-20.3,2.0,-1.8,0.6,0.6,-1.3,-8.2
O=C(Nc1ccc2oc(-c3cccnc3)nc2c1)c1ccc(Br)o1,-6.9,0.4,-9.9,-4.2,-0.4,0.2,·,0.5,10.2
Nc1nc(N)nc(-c2ccccn2)n1,-6.8,-3.7,-3.3,0.6,-1.7,-0.9,·,-4.3,-3.2
CSc1ccc(-c2cc(=O)c3ccccc3o2)cc1,2.5,-3.1,-258.8,-4.1,5.5,0.4,2.3,-12.4,9.3
C[C@H](CO)N1C[C@H](C)[C@H](CN(C)Cc2ccncc2)Oc2ncc(C#CC3CC3)cc2C1=O,3.9,-4.5,6.6,0.3,·,-0.1,0.2&-0.1&-0.4,-6.4,1.5
CCOc1ccc(S(=O)(=O)Nc2cc(C)ccn2)c2ccccc12,-2.3,-2.5,3.8,-2.7,0.5,0.6,·,6.5,0.3
CCCCNC(=O)Nc1c(C(=O)OC)[nH]c2ccc(C)cc12,8.2,0.4,11.9,-1.9,-0.5,-0.8,·,-19.2,1.1
CCOc1cc(C(=O)Nc2cc(OC)cc(OC)c2)ccc1OCC(=O)N1CCOCC1,-6.4,-7.8,-2.1,2.2,-0.2,-0.7,1.6,0.3,0.1
COc1cc(C)nc(Oc2ccc(/C=N/O)cc2)n1,4.6,-1.5,2.0,-2.9,-1.2,-0.3,·,-23.3,2.2
Cc1cccc(NC(=O)Cn2cccc2)c1,-0.2,-3.6,-3.0,-2.0,1.7,-1.5,-1.5,-1.9,0.9
COC(=O)C1=C(c2cccc(OCc3ccccc3)c2)C[C@@H]2CC[C@H]1N2C(=O)NCc1ccccc1OC,0.4,-1.4,-1.3,-6.0,2.3,0.8,1.2,4.8,7.6
CC(=O)N/C(=C\c1cccc([N+](=O)[O-])c1)C(=O)NC(C)C,3.6,-1.3,-26.0,0.6,-1.0,1.1,1.3,-1.1,-15.9
Cc1nnc(SCC(=O)c2cc(C)n(-c3ccc4c(c3)OCO4)c2C)s1,36.1,0.0,9.2,6.6,-0.6,-0.3,1.2,-9.7,16.5
O=C1CC(Sc2ccc(Cl)cc2)C(=O)N1c1ccc2c(c1)OCCO2 (stereo not drawn),3.0,-4.3,11.8,·,1.3,·,0.4,·,10.4
CCOC(=O)C1(CCOc2ccccc2)CCN(Cc2cccn2-c2cccnc2)CC1,23.2,-4.3,7.7,-3.6,-2.2,-1.6,1.9,-5.6,1.3
CC(C)c1cccc(C(C)C)c1Nc1cn[nH]c1,·,0.6,15.3,0.1,·,-0.4,-4.6,-3.2,10.8
Cc1ccc(C2NNC(=O)C2NC(=O)c2ccccc2)cc1 (stereo not drawn),5.2,-0.4,11.9,-1.3,-0.3,-0.1,·,-4.2,1.7
CCN1CCN(C(=O)Nc2cc(Cl)ccc2OC)CC1,-1.9,0.0,-4.7,-2.0,-0.1,-0.3,0.6,-1.3,8.1
O=C1/C(=C/c2ccccn2)SC(=S)N1c1cccc(O)c1,2.8,-1.1,1.3,-3.5,-1.2,0.4,1.9,-4.8,2.0
O=C(N/N=C/c1cccs1)c1ccc(-n2cccc2)cc1,-2.7,-3.5,8.3,-2.2,-0.7,-1.2,-0.4,-3.7,4.6
CC1CCCC(NC(=O)COC(=O)/C=C/c2ccc3c(c2)OCO3)C1C (stereo not drawn),23.8,-0.7,9.7,1.1,-1.3,-0.2,0.3,-0.7,9.9
Cc1ccc2c(c1)N(C(=O)CSc1nncn1C)C(C)(C)c1ssc(=S)c1-2,33.7,0.3,26.1,-5.6,-0.7,0.0,·,1.5,-22.6
O=C(Cc1c(F)cccc1Cl)Nc1nc2ccccc2s1,-2.4,-2.9,7.0,-4.2,15.3,0.0,2.6,-5.9,-2.3
# (listing goes on)
SMILES,Yp Topo-I inh,FadD28 FP inh,CCHF vOTU inh,Anthrax LF inh2,PfHsp40 yeast,BoNT-A LC inh2,TcdB GH inh,BoNT F protease,PrPC TRFRET
Cc1ccc(C(C)C)c(OCC(=O)Nc2ccc(N3CCN(S(C)(=O)=O)CC3)cc2)c1,18.7,1.3,11.0,0.0,0.6,-0.8,·,-7.0,-2.6
CN1CCCN(C(=O)c2cc(-c3ccc(Cl)c(Cl)c3Cl)nc3ccccc23)CC1,4.8,0.8,-3.0,-0.6,-2.2,-1.0,-0.5,9.2,-2.5
COc1ccc2nc(NC(=O)CN(c3ccc(C)cc3)S(=O)(=O)c3c(C)nn(C)c3C)sc2c1,0.8,-5.3,2.4,-4.3,0.2,-3.7,·,-5.9,4.3
COc1cc(C(C)=O)ccc1OCC(O)CN(CCO)Cc1ccccc1 (stereo not drawn),3.0,-1.2,2.1,-3.7,1.4,-0.2,0.4,6.4,-7.4
COc1cc(/C=C2/C(=O)NN(c3ccccc3)C2=O)cc(Br)c1O,-7.7,1.6,8.5,-1.3,0.6,-2.1,-12.3,-14.4,10.3
COc1ccc(/C=C/C(=O)OCC(=O)N2CC(=O)Nc3ccccc32)cc1S(=O)(=O)N1CCOCC1,-1.4,-2.2,15.1,-0.9,-0.8,-0.5,0.6,1.9,2.7
COc1ccc(OC)c(NC(=O)NNC(=O)c2cc3occc3[nH]2)c1,-1.4,?,11.1,·,-0.3,·,-0.5,·,-4.1
